GC-A act: GC-A stimulated cGMP production enhancers – HEK293 GC-A cells, cGMP TR-FRET, EC30 ANP, primary screen. Atrial natriuretic peptide receptor 1 (Homo sapiens), P16066. 0% at EC30 ANP, 100% saturating ANP. activation, % at 10 µM. hit rate 0.14% among 370,000; in the data active means activation above about 40%
GC-B act: human GC-B receptor activators, primary screen, HEK293 GC-B cells, cGMP TR-FRET, EC30 CNP; 0% at EC30 CNP, 100% saturating CNP; activation, % at 10 µM; hit rate 0.11% among 370,000; AID 1920062, 2024;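 active means activation at 10 µM reaching about 35% in either raw or pattern-adjusted values, limit read from the data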
FXN GAA850 act: FXN promoter activators, primary screen, cell-based, luciferase luminescence, HEK293 lucGAA850; hit rate 0.56% among 360,000; HEK293 lucGAA850 FXN promoter luciferase reporter, 24 h; percent of 10 µM SAHA response; activation, % at 6 µM;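 active means activation above the average of all compounds screened plus 3 SD, cutoff fixed separately per campaign, cut at about 7.5% in these data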;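 further: 0% = DMSO wells and 100% = 10 µM SAHA wells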
ASAP1 inh: inhibitors of human ASAP1 ArfGAP activity, primary screen, biochemical, fluorescence polarization. Arf-GAP with SH3 domain, ANK repeat and PH domain-containing protein 1 (Homo sapiens), …. ASAP1-stimulated ARF1 GTP hydrolysis, GDP FP detection. inhibition, % at 16.5 µM. hit rate 0.19% among 360,000. AID 624377, 2012; in the data active means inhibition above about 25%;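 further: 0% = vehicle with enzyme and substrate and 100% = no enzyme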
rCAG binder: binders of r(CAG) RNA repeats, primary screen, biochemical, fluorescence; AID 651821, 2012; r(CAG) RNA repeat, TO-PRO-1 dye displacement fluorescence; hit rate 1.3% among 370,000; inhibition, % at 3 µM;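 active means inhibition above the plate cutoff, the mean of all test compounds on that plate plus 3 SD, cut at about 35% in these data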;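 further: 0% = DMSO alone and 100% = 100 µM mitoxantrone as full dye displacement; higher means more dye released from RNA so lower well fluorescence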
Tn6 DDE FP: inhibitors of Tn6 peptide binding to fibrin DD(E), primary screen, biochemical, fluorescence polarization, human fibrin, Tn6 probe. Fibrinogen beta chain (Homo sapiens), P02675. inhibition, % at 8.3 µM. Fibrin DD(E) TRITC-Tn6 fluorescence polarization displacement. hit rate 0.21% among 370,000. AID 720509, 2013;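 active means inhibition above a per-campaign cutoff: mean of compounds within control limits plus 3 SD, cut at about 15% in these data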;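 further: 0% = median of all compound wells on the plate and 100% = blocking peptide control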
ARFGAP1 inhibitor: inhibitors of rat ARFGAP1 GAP activity, primary screen, biochemical, fluorescence polarization, GDP tracer. ADP-ribosylation factor GTPase-activating protein 1 (Rattus norvegicus), Q62848. Arfgap1-stimulated ARF1 GTP hydrolysis, GDP FP detection. inhibition, % at 16.5 µM. hit rate 0.26% among 360,000. AID 651572, 2012;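 active means inhibition above a per-plate limit, mean inhibition of low control wells plus 3 SD, cut at about 25% in these data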;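 further: 0% = DMSO wells with enzyme and 100% = wells lacking Arfgap1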
Target sequence (Q62848 1-136 limits assumed): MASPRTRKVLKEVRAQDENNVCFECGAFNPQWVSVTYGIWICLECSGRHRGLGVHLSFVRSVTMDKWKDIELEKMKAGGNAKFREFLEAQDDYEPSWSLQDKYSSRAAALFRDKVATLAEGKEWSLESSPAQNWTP
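Material: rat Arfgap1 catalytic domain, aa 1-136; also added: human ARF1(Δ1-17)-GTP substrate; compound dosing: one concentration, 16.5 µM, DMSO 1.26%; incubation: GTP hydrolysis reaction 2 h at 25 °C; measured by: Tracer-displacement fluorescence polarization with EDTA stop, 620/688 nm; evaluation: % inhibition from polarization; repeats: one replicate per compound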
sPLA2-III inh: human group III sPLA2 inhibitors, primary screen, biochemical, QFRET, BODIPY PC-A2 liposome substrate. Group 3 secretory phospholipase A2 (Homo sapiens), Q9NZ20. QFRET BODIPY PC-A2 liposome hydrolysis, fluorescence. inhibition, % at 12.2 µM. hit rate 0.56% among 370,000;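 active means inhibition above mean plus 3 SD of compounds lying within the high and low control bounds, cut at about 19% in these data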;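 further: 0% = median of test compound wells and 100% = no enzyme DMSO wells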
Target sequence (Q9NZ20 whole entry, looked up): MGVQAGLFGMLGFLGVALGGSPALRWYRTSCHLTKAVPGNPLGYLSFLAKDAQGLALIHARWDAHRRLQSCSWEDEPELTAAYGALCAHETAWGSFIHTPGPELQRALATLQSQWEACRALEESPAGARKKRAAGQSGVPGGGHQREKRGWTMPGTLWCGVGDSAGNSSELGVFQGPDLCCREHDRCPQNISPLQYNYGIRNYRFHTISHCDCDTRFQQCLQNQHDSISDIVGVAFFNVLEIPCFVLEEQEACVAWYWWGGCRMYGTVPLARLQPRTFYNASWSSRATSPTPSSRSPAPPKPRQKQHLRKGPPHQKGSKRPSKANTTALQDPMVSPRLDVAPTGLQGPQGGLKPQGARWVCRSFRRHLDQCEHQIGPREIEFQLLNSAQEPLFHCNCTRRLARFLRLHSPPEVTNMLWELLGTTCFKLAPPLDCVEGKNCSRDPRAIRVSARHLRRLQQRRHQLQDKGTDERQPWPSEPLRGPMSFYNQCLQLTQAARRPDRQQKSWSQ
ADAM10 inh: human ADAM10 inhibitors, primary screen, biochemical, QFRET, HTS | hit rate 0.62% among 370,000 | inhibition, % at 7 µM | recombinant ADAM10, EDANS/DABCYL FRET peptide cleavage, 3 h | Disintegrin and metalloproteinase domain-containing protein 10 (Homo sapiens), O14672 | AID 720582, 2013;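 active means inhibition above a per-campaign cutoff equal to the mean of compounds falling between control-based bounds plus 3 SD, cut at about 20% in these data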;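 further: 0% = DMSO wells while the 100% control is not disclosed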
proKLK7 act: proKLK7 zymogen activators, primary screen, biochemical, fluorescence intensity; Kallikrein-7 (Homo sapiens), P49862; purified proKLK7, EDANS-DABCYL substrate fluorescence; 100% is mature enzyme control, 0% vehicle; activation, % at 7 µM; hit rate 0.9% among 370,000; AID 652039, 2013;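 active means activation above the mean of all tested compounds plus 3 SD, computed per campaign excluding outliers beyond control limits, cut at about 13% in these data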
Target sequence (P49862 whole entry, looked up): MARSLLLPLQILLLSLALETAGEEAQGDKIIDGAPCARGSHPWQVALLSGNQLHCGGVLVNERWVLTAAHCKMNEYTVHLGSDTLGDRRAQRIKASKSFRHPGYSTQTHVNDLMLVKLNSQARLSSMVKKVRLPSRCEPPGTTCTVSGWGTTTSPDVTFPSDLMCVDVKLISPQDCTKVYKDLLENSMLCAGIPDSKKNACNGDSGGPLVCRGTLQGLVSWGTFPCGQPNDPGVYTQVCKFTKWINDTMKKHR
Active calls of the source: *; i = inactive; . = no result given.

SMILES	GC-A act	GC-B act	FXN GAA850 act	ASAP1 inh	rCAG binder	Tn6 DDE FP	ARFGAP1 inhibitor	sPLA2-III inh	ADAM10 inh	proKLK7 act
O=C(NCCC1CCCCN1S(=O)(=O)c1ccccc1)C(=O)Nc1ccc(F)cc1F (stereo not given)	4	5	-0.5	-7	-3	0	-2	2	3	0.3
C[C@H](NC(=O)c1ccccc1Cl)C(=O)OCC(=O)N1CC2(C)CC1CC(C)(C)C2 (stereo not given in full)	-1	3	1.3	-20	-2	6	13	2	-1	0.7
COCCCNC(=S)N1CCN(c2nc3ccccc3s2)CC1	2	-1	-0.6	6	-6	-3	21	1	-2	1.0
Cc1ccc(CNc2nc(C)c(C(=O)N(C)C)s2)cc1	2	1	0.2	3	0	-1	-12	4	1	-0.3
O=C(CN1C(=O)NC2(CCCC2)C1=O)Nc1cc(Cl)ccc1Oc1ccccc1	-5	1	-0.5	-11	2	1	-5	-10	12	0.3
Cn1ccc2c(-c3ccc(C(C)(C)C)cc3)cc3c(c21)C1CCC3C1 (stereo not given)	-1	2	.	6	3	6	2	16	-7	0.1
Cc1cccc(C)c1NC(=O)COC(=O)c1cc(=O)c2ccccc2o1	0	0	-0.4	-6	-1	-2	1	7	-10	-0.4
CCOc1c2ccc(C(=O)NCc3ccc4c(c3)OCO4)cc2nn1CC	-2	-1	-0.1	-7	4	-6	-4	4	i	6.2
Cc1ccc(CSCc2ccc(C(=O)O)o2)cc1	9	0	0.8	7	3	2	3	4	-6	-0.6
Cc1nn2c(NCc3ccccn3)cc(C(C)(C)C)nc2c1-c1ccccc1	5	-8	1.4	1	0	2	1	0	-10	0.9
O=C(Nc1ccc2nc(SCc3ccc(Cl)cc3)sc2c1)c1ccccc1C(=O)N1CCOCC1	-3	3	-3.4	1	6	-4	0	0	-1	-0.7
O=[N+]([O-])C1=C(Nc2cccc3ccccc23)CS(=O)(=O)C1	2	0	1.0	4	27	-10	5	-3	-62	-9.7
Cc1ccccc1-c1nc(CN2CCC(C(=O)NC3CC3)CC2)c(C)o1	-4	4	0.7	-13	-7	0	2	-1	7	-0.1
CC(NC(=O)COC(=O)c1cccs1)c1ccccc1 (stereo not given)	-8	-7	-0.9	-3	0	-4	6	-1	-2	0.8
CCn1c(SCC(=O)Nc2ccccc2F)nnc1-c1cnccn1	5	3	1.8	14	-2	7	-2	4	-9	0.3
CC(=O)N1N=C(c2ccco2)CC1c1ccc(C)cc1 (stereo not given)	-2	5	-0.3	-2	0	1	3	10	2	-0.2
Cc1ccc(OCCC(=O)NNC(=O)c2nn(C)c(=O)c3ccccc23)cc1	-7	-12	3.6	5	0	-1	-8	4	0	-0.2
O=S(=O)(c1ccc(S(=O)(=O)N2CCOCC2)cc1)N1CCCC1	1	-3	3.7	-5	1	-1	-5	6	-2	0.0
CCCCNc1nc2ccccc2[nH]1	-8	-10	0.9	1	0	5	0	7	-1	-0.8
O=C(NNC(=O)C12CC3CC(CC(C3)C1)C2)c1ccco1	7	1	2.2	4	7	-3	-6	6	-7	0.2
COc1ccc(C(O)c2ncc(-c3ccccc3Cl)[nH]2)cc1 (stereo not given)	0	-1	-2.8	11	3	0	8	-8	-17	-0.9
COc1ccc(CCNC(=O)CCCCn2c(=O)[nH]c3ccccc3c2=O)cc1OC	5	4	0.6	13	0	6	-2	2	4	0.1
COc1ccc(C)cc1NC(=O)c1cc2c(s1)CCC2	-3	-5	4.8	-11	3	0	1	-6	-2	0.5
CCN1CC2=C(OC(N)=C(C#N)C2c2ccccc2)/C(=C\c2ccccc2)C1 (stereo not given)	-11	-17	-0.7	-15	7	25*	-3	-20	-32	0.8
CCN(CC)S(=O)(=O)c1cccc(NC(=O)/C=C/c2ccc([N+](=O)[O-])cc2)c1	1	3	0.2	2	8	0	-2	7	-6	0.2

(list continues)
SMILES	GC-A act	GC-B act	FXN GAA850 act	ASAP1 inh	rCAG binder	Tn6 DDE FP	ARFGAP1 inhibitor	sPLA2-III inh	ADAM10 inh	proKLK7 act
COc1ccc(NC(=O)Nc2ccc3c(c2)C(=O)N([C@H](C)CO)C[C@H](C)[C@@H](CN(C)C(=O)Nc2ccc(C(F)(F)F)cc2)O3)cc1	0	7	-1.4	5	10	-4	9	-9	32*	0.8
COC(=O)c1ccc(N2C(c3cc(OC)cc(OC)c3)=Cc3ccc(-c4cnc(OC)nc4)cc3C2CC(=O)C2CC2)cc1 (stereo not given)	-1	4	.	-9	7	5	-4	1	-92	-0.1
Cc1cc(Oc2cc(N)cc([N+](=O)[O-])c2)ccc1Cl	0	-4	2.2	3	3	-1	4	7	9	1.0
O=C(Nc1ccc(CN2CCOCC2)cc1)c1ccc(-c2cccc([N+](=O)[O-])c2)o1	17	19	-1.6	37*	3	-7	37*	3	-1	-0.2
CCOC(=O)[C@]12CCCC=C1N(CCC1=CCCCC1)C(=O)[C@H](CC(=O)N1CCN(C(=O)C3CC3)CC1)C2	0	7	.	-1	-1	-3	-3	5	-18	0.3
CC1=NNC(=O)C1CCC(=O)N/N=C/c1ccc(Cl)cc1Cl (stereo not given)	0	0	0.8	-7	5	7	-4	2	-10	-0.2
COC(=O)c1c(NC(=O)CSc2nc(-c3ccco3)cc(C(F)(F)F)n2)sc2c1CCCC2	-2	5	2.3	1	-2	-5	4	7	-13	0.7
COC(=O)[C@]12C[C@H](CC(=O)NCCC(C)C)C(=O)N(Cc3ccc(Cl)cc3Cl)C1=C[C@H](C(C)C)O[C@@H]2C1CC1	-14	-10	.	.	3	9	.	-1	8	-0.1
O=C(CCCN1C(=O)[C@H]2CC=CC[C@H]2C1=O)NCc1nc(-c2ccccc2)no1	1	4	-0.9	10	0	7	9	0	-2	0.1
Cc1nnc(NC(=O)Cc2cccs2)s1	-2	-1	0.9	-6	3	0	8	4	-7	0.1
CC(=O)NC(Cc1ccc(F)cc1)C(=O)NC1CCN(C(=O)Nc2cccc(C)c2)CC1 (stereo not given)	3	1	-0.5	-12	0	-3	5	19	-20	0.1
O=C(Cn1cc(-c2nnnn2-c2ccc(Cl)cc2)c(=O)c2ccccc21)c1ccccc1	0	-4	-2.0	-8	2	0	-2	-15	1	0.4
CCCn1nc(C(=O)OCC(=O)c2c(N)n(C)c(=O)n(C)c2=O)c2ccccc2c1=O	2	8	-2.2	9	-2	-6	5	0	-5	0.2
CCC1Sc2ccc(S(=O)(=O)CCC(=O)Nc3c(Cl)cc(OC)cc3OC)cc2NC1=O (stereo not given)	-14	-13	-1.2	2	9	-8	-1	-32	20*	0.1
CCCCNC(=O)N1CCOCCOCCN(C(=O)NCCCC)CCOCC1	-3	0	-0.1	-2	-8	7	0	6	-1	-0.4
CCOCCCNC(=O)CCn1nc(-c2ccc(Cl)cc2)ccc1=O	-4	4	-0.8	-7	-6	2	-9	1	-9	0.1
O=S(=O)(c1ccccc1)[C@@]1(c2ccccc2)C[C@@H]2ON=C(c3cccc(-c4ccccc4)c3)[C@@H]2C1	-2	0	-0.8	-13	4	-5	-5	2	5	0.2
Cc1nn(CCO)c2nc(-c3cccs3)cc(C(F)(F)F)c12	10	7	3.2	-6	-7	-1	-1	7	i	6.9
CN(c1cccc(Cl)c1)S(=O)(=O)c1cccc(C(=O)NC2=NCCS2)c1	-5	-5	5.4	16	1	0	18	-12	2	0.3
CSc1ccc(/C=C/c2ccc3cccc(O)c3n2)cc1	6	1	1.6	-6	13	-3	-7	17	-7	-0.5
Cc1ccccc1N1CCN(CCCN2C(=O)C3CCCCN3C2=O)CC1 (stereo not given)	0	1	1.0	-2	-10	-4	-2	0	-6	-0.7
COC(=O)C[C@H]1CC[C@@H]2[C@H](COc3ccc(NS(C)(=O)=O)cc3C(=O)N2C)O1	3	-1	.	.	0	-2	.	5	-2	0.6
Cc1nnc(SCc2nc3sc(C(=O)O)c(C)c3c(=O)[nH]2)s1	1	2	0.8	-6	5	-1	7	3	0	1.1
CCOC(=O)C1=CCN(S(=O)(=O)c2ccc(C)cc2)C1c1ccccc1F (stereo not given)	-5	-11	.	-4	-1	5	-5	-2	0	0.2
COc1ccc(C(=O)Oc2ccc(Br)cc2C(=S)N2CCOCC2)cc1	-15	-2	2.4	-12	-1	-7	-5	4	7	0.4

Arranged by formula weight (smallest number first): some entries from above.
SMILES	GC-A act	GC-B act	FXN GAA850 act	ASAP1 inh	rCAG binder	Tn6 DDE FP	ARFGAP1 inhibitor	sPLA2-III inh	ADAM10 inh	proKLK7 act
Cc1nnc(NC(=O)Cc2cccs2)s1	-2	-1	0.9	-6	3	0	8	4	-7	0.1
Cc1cc(Oc2cc(N)cc([N+](=O)[O-])c2)ccc1Cl	0	-4	2.2	3	3	-1	4	7	9	1.0
CC(=O)NC(Cc1ccc(F)cc1)C(=O)NC1CCN(C(=O)Nc2cccc(C)c2)CC1 (stereo not given)	3	1	-0.5	-12	0	-3	5	19	-20	0.1

More records:
SMILES	GC-A act	GC-B act	FXN GAA850 act	ASAP1 inh	rCAG binder	Tn6 DDE FP	ARFGAP1 inhibitor	sPLA2-III inh	ADAM10 inh	proKLK7 act
OC(c1ccccc1)(c1nc(/C=C/c2ccc(C(F)(F)F)cc2)cs1)C(F)(F)F (stereo not given)	2	-7	-1.7	12	3	-3	18	0	-4	0.0
c1ccc(Nc2nnc(-c3cccnc3)s2)cc1	-7	-1	1.8	-6	-1	4	17	0	-3	0.6
CS(=O)Cc1cc(Sc2ccccc2)nc(-c2ccncc2)n1 (stereo not given)	-5	-8	4.7	10	-2	-3	23	-1	-4	-0.3
CC(=O)c1cccc(NS(=O)(=O)c2ccc(-c3cc(C)no3)s2)c1	3	0	0.0	8	13	1	6	-10	-3	0.3
O=C(Nc1ccc(F)cc1F)N1CCCN(CCOc2ccccc2)CC1	-1	4	0.5	-16	-3	5	0	-3	-1	-0.1
CCc1cc(-c2n[nH]c(=S)n2CC(C)C)cs1	2	7	0.9	-3	1	1	6	20*	-3	0.6
Cc1c(C(=O)NC2=NCCS2)oc2ccccc12	-7	-10	2.8	6	-1	5	-4	-2	-1	0.6
Oc1ccc(C=NCC2COc3ccccc3O2)cc1 (stereo not given)	2	3	-0.9	2	1	1	-1	0	1	-0.2
CC(C)(SC(=S)N1CCOCC1)C(=O)O	7	8	1.7	-2	1	-4	-7	-2	-5	0.1
O=C(c1ccco1)N1CCN(C(=O)c2cccs2)CC1	-2	0	5.6	-5	-4	2	-4	-2	-9	-0.1
CN(C)CCNc1ncnc2sc(-c3ccccc3)cc12	-58	-18	-0.1	-8	10	1	-13	-14	-49	0.1
Cc1cccc(NS(=O)(=O)c2ccc(C(C)(C)C)cc2)n1	3	2	0.8	5	0	0	7	-11	-83	3.8

High-throughput results from PubChem.
